# Screening data: PubChem, several laboratories
# Diaph inh CS = diaphorase inhibition or chemical oxidation counter-screen | diaphorase resazurin-to-resorufin fluorescence, NADH, 16 min; bacterial (C. kluyveri) enzyme, not human | inhibition, % at 20 µM | 0.69% of 190,000 active;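 active = primary screen inhibition at 20 µM above a set limit, cut at about 50% in these data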;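 note: plate controls were DMSO with full reaction for no effect and wells lacking NADH for full effect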
#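 controls = No-NADH positive control and DMSO neutral control | system = Clostridium kluyveri diaphorase enzyme | timing = reaction incubation of 16 min at room temperature | signal = resorufin fluorescence 544/590 nm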
# L major viab = Leishmania major promastigote growth inhibition; 9% of 200,000 active; Leishmania major promastigotes, resazurin fluorescence viability; inhibition, % at 10 µM; AID 1063; in the data active = inhibition above about 50%;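 note: promastigotes grown with compound for 44 hours at 28 °C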
# PMI act = increases human mannose-6-phosphate isomerase activity. P34949. purified human PMI, coupled resazurin fluorescence, 20 min; stronger effect = higher value; 1 = vehicle control, 0 substrate-free wells. activation factor at 20 µM. 0.005% of 190,000 active. AID 1214;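 active = activation factor of 2 or more at 20 µM, relative to plate controls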
# Target sequence (P34949 whole entry, looked up): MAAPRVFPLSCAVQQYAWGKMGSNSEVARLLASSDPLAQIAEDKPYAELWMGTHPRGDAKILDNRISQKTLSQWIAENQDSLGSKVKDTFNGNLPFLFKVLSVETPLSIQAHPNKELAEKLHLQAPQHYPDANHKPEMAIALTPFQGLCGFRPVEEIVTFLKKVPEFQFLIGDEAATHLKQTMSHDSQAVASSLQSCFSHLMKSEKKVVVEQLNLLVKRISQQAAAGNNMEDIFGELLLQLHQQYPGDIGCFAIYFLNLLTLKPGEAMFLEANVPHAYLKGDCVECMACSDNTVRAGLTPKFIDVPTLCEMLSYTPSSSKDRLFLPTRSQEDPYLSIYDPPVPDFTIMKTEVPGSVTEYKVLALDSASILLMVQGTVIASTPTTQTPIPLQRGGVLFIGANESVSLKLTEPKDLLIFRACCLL
# bIAP inh = intestinal alkaline phosphatase (bovine) inhibition; purified bovine IAP, CDP-star luminescence, 30 min; inhibition, % at 20 µM; 190,000 tested, under 10 active; AID 1019;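 active = over 50% inhibition of intestinal alkaline phosphatase at 20 µM in the single-dose screen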
#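 System: purified bovine intestinal alkaline phosphatase (IAP) enzyme; Input: IAP diluted 1/65,000,000 in the well; Measured by: CDP-star luminescence signal; Compound dosing: 20 µM single dose; Incubation: 30 min reaction at room temperature.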
# PMI act satM6P = increases human PMI activity with near-saturating mannose 6-phosphate. coupled PMI enzyme assay, resazurin fluorescence, 20 min; stronger effect = higher value; 1 = untreated enzyme, 0 = substrate-free blank. activation factor at 20 µM. 0.34% of 190,000 active. AID 1216;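 active = activation factor of 2 or more at 20 µM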
#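 Material: human phosphomannose isomerase with PGI, G6PDH, diaphorase coupling enzymes; amount: PMI at 15 ng/mL final; also added: Mannose-6-phosphate 1.0 mM (near-saturating) plus 0.22 mM NADP+; incubation: enzyme reaction with compound 20 min at room temperature; signal: resorufin fluorescence (Ex 544/Em 590 nm) from resazurin via diaphorase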
# TNAP act hiacc = increases human TNAP activity under high phosphate acceptor concentration | purified TNAP, CDP-star luminescence, 1 M DEA, 30 min; stronger effect = higher value; 0 = EDTA background, 1 = DMSO-only activity | activation factor at 20 µM | 200,000 tested, under 10 active | AID 1136;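 active = activation factor at least 2 at 20 µM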
# Target sequence (P05186 whole entry, looked up): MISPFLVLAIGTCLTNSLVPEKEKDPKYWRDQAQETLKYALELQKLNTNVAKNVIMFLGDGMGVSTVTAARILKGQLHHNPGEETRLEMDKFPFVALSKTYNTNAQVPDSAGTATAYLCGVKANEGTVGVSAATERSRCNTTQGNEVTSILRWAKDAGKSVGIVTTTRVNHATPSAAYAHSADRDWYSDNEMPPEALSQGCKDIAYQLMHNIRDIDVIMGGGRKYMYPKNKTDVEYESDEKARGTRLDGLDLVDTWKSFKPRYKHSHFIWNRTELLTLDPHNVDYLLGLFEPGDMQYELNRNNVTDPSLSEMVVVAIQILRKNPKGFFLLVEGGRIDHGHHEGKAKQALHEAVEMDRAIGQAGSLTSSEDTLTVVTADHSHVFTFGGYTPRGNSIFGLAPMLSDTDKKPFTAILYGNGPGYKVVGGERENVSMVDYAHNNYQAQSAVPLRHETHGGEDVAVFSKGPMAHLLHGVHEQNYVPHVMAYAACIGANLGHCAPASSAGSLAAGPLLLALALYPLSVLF
#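 Measured by: Luminescent substrate turnover signal | Test system: Human TNAP | Input: TNAP 1/800 final | Dosing: 20 µM single point | Schedule: 30 min, room temperature | Controls: EDTA wells as negative control, DMSO wells as positive control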
# TNAP inh no acc = inhibitors of human TNAP without phosphate acceptor. P05186. 0.26% of 200,000 active. purified TNAP, CDP-star luminescence, 30 min. inhibition, % at 20 µM;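 active = tissue-nonspecific alkaline phosphatase inhibition above about 50% at 20 µM in the single-dose screen, limit read from the data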;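 note: 0% = DMSO negative control and 100% = EDTA positive control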
# bIAP act = intestinal alkaline phosphatase (bovine) activation | purified bovine IAP, CDP-star luminescence, 30 min; stronger effect = higher value; fold of DMSO-control signal, blank-subtracted | activation factor at 20 µM | 0.17% of 200,000 active | AID 1016;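 active = activation factor of 2 or more at 20 µM, a signal rise over negative controls twice the positive control's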
# Diaphorase act = diaphorase activation or chemical reduction counter-screen; Diaphorase/resazurin coupled assay, resorufin fluorescence, 16 min; stronger effect = higher value; 1 = vehicle wells, 0 = NADH-free wells; activation factor at 20 µM; 0.005% of 190,000 active; AID 1229;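 active = diaphorase activity raised at least twofold by the compound at 20 µM; inactive = activation factor below 2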
#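 Assay system: Purified diaphorase enzyme from Clostridium kluyveri | Amount: Enzyme 0.07 U/mL final | Dosing: Compound 20 µM once, DMSO 1% | Timing: 16 min reaction at room temperature | Detection: Fluorescence, excitation 544 nm and emission 590 nm | Evaluation: Higher resorufin formation from activation or reduction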
# TNAP inh hi DEA = inhibitors of human TNAP at high phosphate acceptor concentration | P05186 | purified TNAP, CDP-star luminescence, 1 M DEA | 0.03% of 200,000 active | AID 1135 | inhibition, % at 20 µM;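 active = over 50% inhibition of tissue-nonspecific alkaline phosphatase at 20 µM in the single-dose screen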;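 note: plate controls were DMSO wells for no effect and EDTA-quenched wells as full inhibition for full effect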
# Starred values were filed as active, the others as inactive; nt = not tested or not shown.
no.	mol	Diaph inh CS	L major viab	PMI act	bIAP inh	PMI act satM6P
1	C=CCn1c(NC(C)c2cc(Cl)ccc2O)nc2ccccc21 (centres undefined)	2	96*	1.1	-14	1
2	O=C(NNC1CC(=O)N(c2ccc(Br)cc2)C1=O)c1ccccn1 (centres undefined)	-12	-6	1.2	-3	1.2
3	CCCCOc1ccc(C(=O)Nc2ccc(N3CCN(C)CC3)cc2)cc1	16	63*	0.9	16	0.8
4	Brc1nnc2n1-c1ccccc1Sc1ccccc1-2	4	17	1.1	47	1.1
5	O=C(CSCCO)Nc1cccc([N+](=O)[O-])c1	10	65*	0.9	-29	1
6	CCCC(=O)Nc1nnc(SCC)s1	-7	70*	1	-4	1
7	Cc1ccc(NC(=O)COC(=O)CN2C(=O)NC3(CCCC3)C2=O)cc1S(=O)(=O)N(C)C	6	0	1.2	-6	1
8	CCOc1ccc(C(C)=O)cc1COC(=O)c1cnc(Cl)c(Cl)c1	18	-8	1	2	1
9	COc1ccc(-n2c(O)c(/C=N/NS(=O)(=O)c3cccc([N+](=O)[O-])c3)c3ccccc3c2=O)cc1OC	4	2	1.5	-5	2.1*
10	O=C(O)CCCNC(=O)OCc1ccccc1	10	-9	1	-1	1.1
11	COc1ccc(C(=O)OC2CCN(C)CC2)cc1	-9	12	1.2	-19	1.1
12	Cc1cc(S(=O)(=O)NCCc2ccccc2)c(C)s1	3	5	0.9	31	0.9

no.	TNAP act hiacc	TNAP inh no acc	bIAP act	Diaphorase act	TNAP inh hi DEA
1	1.1	13	1.1	1	-8
2	1	6	1	1.1	-4
3	1	-11	0.8	0.8	-4
4	1	-11	0.5	1	-1
5	1	-18	1.3	0.9	-4
6	1.1	-14	1	1.1	-5
7	1	8	1.1	0.9	0
8	1	-6	1	0.8	0
9	1	-60	1.1	1	0
10	1	-6	1	0.9	-2
11	1.1	-7	1.2	1.1	-6
12	1.1	-14	0.7	1	-6

# More compounds follow:
no.	mol	Diaph inh CS	L major viab	PMI act	bIAP inh	PMI act satM6P
13	CCCCOc1ccccc1Cn1c(=O)oc2ccc(C)cc21	19	17	0.9	nt	0.9
14	CCOC(=O)CC1(c2ccccc2)CCOC(C)(C)C1 (centres undefined)	10	3	1	2	0.9
15	CN(C)S(=O)(=O)c1ccc(NC(=O)COc2ncnc3sccc23)cc1	9	1	1	-2	1
16	O=C1CSC(=S)N1N=C1CCCCCC1	8	-4	0.6	-6	0.6
17	Cc1ccccc1C(=O)NC(NCc1ccco1)C(Cl)(Cl)Cl (centres undefined)	10	-1	0.9	6	1
18	O=C(N/N=C/c1cc2ccccc2nc1Cl)[C@H]1C[C@@H]1c1ccccc1	27	5	0.8	19	0.8
19	CCOc1ccc(=O)n(-c2ccccc2)n1	-26	-5	1.2	6	1.2
20	COc1cc(NC(=O)c2cccc(COCC(F)(F)C(F)F)c2)cc(OC)c1OC	23	-1	0.9	4	1
21	Cc1ccc(-c2csc(NC(=O)c3ccc(S(=O)(=O)N4CCc5ccccc54)cc3)n2)cc1	-4	100*	1.1	6	1
22	CN(CC(=O)N1CCCCC1)S(=O)(=O)c1cccc2cccnc12	27	-7	0.9	9	0.9
23	COc1ccccc1NC(=O)COc1ccc(C(=O)OCC(=O)N(C(C)C)C(C)C)cc1OC	11	-1	1	2	1
24	CCc1nnc(NC(=O)CSc2nnc(CSc3nc(C)cc(C)n3)n2C)s1	7	-4	1	11	0.9

no.	TNAP act hiacc	TNAP inh no acc	bIAP act	Diaphorase act	TNAP inh hi DEA
13	1.1	-11	0.3	0.8	-6
14	1	-7	1	0.9	-5
15	1.1	-17	1	0.9	-5
16	1	-15	1.1	0.9	-2
17	1.1	-13	0.9	0.9	-5
18	1	3	0.8	0.7	-2
19	1	2	0.9	1.3	1
20	1	-8	1	0.8	0
21	1	0	0.9	1	0
22	1	-11	0.9	0.7	-4
23	1	-9	1	0.9	-2
24	1	-10	0.9	0.9	-1

# Entries by screen from above:
# Entries 13 to 23 in bIAP act read 0.3, 1, 1, 1.1, 0.9, 0.8, 0.9, 1, 0.9, 0.9, 1
# Entries 13 to 23 in TNAP inh no acc read -11, -7, -17, -15, -13, 3, 2, -8, 0, -11, -9
# Entries 13 to 23 in Diaph inh CS read 19, 10, 9, 8, 10, 27, -26, 23, -4, 27, 11

# The list continues:
no.	mol	Diaph inh CS	L major viab	PMI act	bIAP inh	PMI act satM6P
25	Cc1ccc(C2C(C(=O)c3sc(C)nc3C)=C(O)C(=O)N2CCN(C)C)o1 (centres undefined)	-5	-2	1	2	1.1
26	O=C1c2ccccc2C(=O)N1CCSc1n[nH]c(=S)s1	26	-4	1.1	16	1.5
27	O=C(Cc1c[nH]c2ccccc12)NCc1cccs1	-1	16	0.9	17	1
28	O=C(OC(c1ccccc1)c1nccc2ccccc12)c1cccc([N+](=O)[O-])c1 (centres undefined)	14	19	0.9	2	0.9
29	CC(NC(=O)CCCCCN1C(=O)c2ccccc2C1=O)c1ccc2c(c1)CCCC2 (centres undefined)	25	34	0.9	8	0.9
30	CCOC(=O)c1ccc(Nc2ncccc2[N+](=O)[O-])cc1	0	-2	0.9	-10	0.9
31	NS(=O)(=O)c1ccc(Nc2nc(-c3ccc(O)cc3O)cs2)cc1	23	63*	0.8	-19	0.8
32	CCOc1ccccc1NC(=O)N1CCCC(c2nc(-c3ccc(C)o3)no2)C1 (centres undefined)	18	13	1	-10	0.9
33	CC(=O)Nc1ccc(/C(C)=N/Nc2nc(Nc3cccc4ccccc34)nc(N3CCOCC3)n2)cc1	5	58*	1	-12	1
34	CCOC(=O)Nc1ccc(S(=O)(=O)N2CCOCC2)cc1	4	-3	0.9	2	1
35	Cc1ccccc1SCC(=O)OCC(=O)Nc1ccc(N(C)C)cc1	14	2	0.9	-3	1
36	Cn1cccc1CC(=O)N/N=C/C(Cl)=C/c1ccccc1	21	-3	1	-42	0.9

no.	TNAP act hiacc	TNAP inh no acc	bIAP act	Diaphorase act	TNAP inh hi DEA
25	1.1	-2	1	1.1	-8
26	1	-13	0.8	0.7	0
27	1	-4	0.8	1	2
28	1	-3	1	0.9	4
29	1	-6	0.9	0.7	-1
30	0.9	5	1.1	1	5
31	1	-91	1.2	0.8	2
32	1.1	-11	1.1	0.8	-8
33	1	0	1.1	0.9	3
34	1	-4	1	1	-1
35	1.1	-15	1	0.9	-5
36	1	-7	1.4	0.8	4

# Next section
no.	mol	Diaph inh CS	L major viab	PMI act	bIAP inh	PMI act satM6P
37	CCc1cccc(NC(=O)c2ccc(Br)o2)c1	8	10	1	nt	1
38	COc1ccc2c(c1)N(C(=O)CN1C(=O)C3CCCCC3C1=O)C(C)(C)C=C2C (centres undefined)	7	9	1	10	1
39	COc1ccc(-c2nn(C)c(=O)c3ccccc23)cc1NC(=O)Cn1nc(C)c2ccccc2c1=O	29	100*	0.8	0	0.9
40	CN1CCN(S(=O)(=O)c2ccc(NC(=S)NC(=O)C3CCC3)cc2)CC1	12	-3	0.9	10	0.9
41	CCC(=O)Nc1cc(=O)[nH]c2ncnn12	8	-4	1	2	1
42	CC1CCCCN1CC(=O)NC(=O)NCc1ccccc1 (centres undefined)	16	44	1	-68	0.9
43	O=[N+]([O-])c1cccc(/C=N/Nc2nccnc2Cl)c1	9	3	1	6	1
44	CCc1ccc(-c2nn(-c3ccccc3)cc2CSC(=N)N)cc1	-26	100*	0.9	5	0.8
45	OCC1(Cc2ccccc2)CCCN(Cc2cnn(-c3ccccc3)c2)C1 (centres undefined)	10	89*	1	2	1
46	CCOC(=O)Cc1csc(NC(=O)COc2cccc(C)c2)n1	6	-7	1	-4	1
47	O=C(c1cccc(S(=O)(=O)N2CCCCC2)c1)N1CCN(S(=O)(=O)c2ccc(F)cc2)CC1	3	6	1	0	1
48	Cc1cccc(Nc2nnc(SCC(=O)Nc3ccccc3[N+](=O)[O-])s2)c1	20	-1	0.9	0	0.9

no.	TNAP act hiacc	TNAP inh no acc	bIAP act	Diaphorase act	TNAP inh hi DEA
37	1	1	0.4	0.9	-5
38	1	-4	0.9	0.9	3
39	1.1	-9	1	0.7	-7
40	1	-3	0.9	0.9	-3
41	1	-9	1	0.9	0
42	1.1	-8	1.7	0.8	-6
43	1.1	-13	0.9	0.9	-6
44	1	11	1	1.3	-2
45	1.1	-12	1	0.9	-7
46	1	-8	1	0.9	-1
47	1	-12	1	1	-5
48	1	-12	1	0.8	-4

# (list continues)
no.	mol	Diaph inh CS	L major viab	PMI act	bIAP inh	PMI act satM6P
49	COc1ccc(N(CC(=O)NCc2ccc(Cl)cc2)S(=O)(=O)c2ccccc2[N+](=O)[O-])c(OC)c1	31	40	0.8	4	0.8
50	COc1cc(S(=O)(=O)N2CCCCC2)ccc1NC(=O)Cc1ccccc1	12	0	1	12	1
51	Cc1nnc(NC(=O)CSc2nnc(NC(=O)C(C)(C)C)s2)s1	0	-7	1.1	8	1.1
52	Cc1noc(C)c1C(=O)OCC(=O)NC(c1ccccc1)c1ccccc1	6	-7	1.1	6	1.1
53	Cc1oc(C)c2c(=O)ccc3c(c12)OC(N)=C(C#N)C3c1ccccc1 (centres undefined)	14	10	0.9	6	1
54	Cc1csc(NC(=O)C2CCCN(S(=O)(=O)c3ccc(Br)s3)C2)n1 (centres undefined)	11	61*	1	0	1
55	CCOC(=O)c1c(C)nc2c(C#N)cnn2c1C	9	2	1	9	1
56	Cc1ccc(S(=O)(=O)N(CC#N)CC#N)cc1	6	-9	0.9	3	0.9
57	COc1ccc(C(=O)NC2CCCCCC2)cc1S(=O)(=O)N1CCCC1	0	4	1	2	1.1
58	CCOc1ccccc1N(CC(=O)N1CCOCC1)S(=O)(=O)c1ccccc1	10	-1	0.9	0	0.9
59	O=C(O)CCCCCCCCCC(=O)c1cccs1	-8	11	1.1	6	1.1
60	COc1cc(CCC(=O)Nc2cc(Cl)ccc2N2CCN(C)CC2)cc(OC)c1OC	-5	14	0.9	-8	1

no.	TNAP act hiacc	TNAP inh no acc	bIAP act	Diaphorase act	TNAP inh hi DEA
49	1	0	1	0.7	1
50	1	-10	0.9	0.9	-1
51	1	-10	0.9	1	-2
52	1	12	0.9	0.9	0
53	1	-2	0.9	0.9	4
54	1	-10	1	0.9	-2
55	1	-10	0.9	0.9	-3
56	1	-5	1	0.9	0
57	1	-11	1	1	-3
58	1	-5	1	0.9	0
59	1	-3	0.9	1.1	2
60	1	-3	1.1	1.1	3
